GALK inh: inhibitors of human galactokinase | P51570 | Purified GALK, Kinase-Glo residual ATP luminescence | actives 0.007% (n = 270,000) | Potency, µM (doses to about 57.5 µM), for the others: at the top dose activity change, negative = inhibition, usual class: inhibitors; further: potency means the concentration at half of the fitted maximal effect; on the % scale 0 is the no-effect control and ±100 the full control effect
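5 nM enzyme, 35 uM ATP, 100 uM galactose, 20 mM HEPES pH8.0, 5 mM MgCl2; 1 h RT; residual ATP by Kinase-Glo Plus luminescence, qHTS format.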
Menin MLL FP TR: displaces Texas Red mutant MLL peptide from human menin; AID 1768; actives 0.23% (n = 270,000); O00255; Potency, µM (series often up to 61.6 µM), for the others: at the top dose FP activity change, negative = inhibition, most hits filed as inhibitors; Menin + Texas Red MLL mutant peptide, fluorescence polarization; active means well fitted inhibition curve with a large enough effect in the polarisation, with a control signal flat, not every such curve was filed as active; inconclusive means small, poorly fitted or top-dose-only effect, or effect the other way, or a change in a side signal; inactive means no such curve, though single readings can be large or run the other way; the % refers to the polarisation; further: potency means the concentration at half of the fitted maximal effect; % of control where 0% means no effect; many of its hits are not listed in these tables
Target sequence (O00255 whole entry, looked up): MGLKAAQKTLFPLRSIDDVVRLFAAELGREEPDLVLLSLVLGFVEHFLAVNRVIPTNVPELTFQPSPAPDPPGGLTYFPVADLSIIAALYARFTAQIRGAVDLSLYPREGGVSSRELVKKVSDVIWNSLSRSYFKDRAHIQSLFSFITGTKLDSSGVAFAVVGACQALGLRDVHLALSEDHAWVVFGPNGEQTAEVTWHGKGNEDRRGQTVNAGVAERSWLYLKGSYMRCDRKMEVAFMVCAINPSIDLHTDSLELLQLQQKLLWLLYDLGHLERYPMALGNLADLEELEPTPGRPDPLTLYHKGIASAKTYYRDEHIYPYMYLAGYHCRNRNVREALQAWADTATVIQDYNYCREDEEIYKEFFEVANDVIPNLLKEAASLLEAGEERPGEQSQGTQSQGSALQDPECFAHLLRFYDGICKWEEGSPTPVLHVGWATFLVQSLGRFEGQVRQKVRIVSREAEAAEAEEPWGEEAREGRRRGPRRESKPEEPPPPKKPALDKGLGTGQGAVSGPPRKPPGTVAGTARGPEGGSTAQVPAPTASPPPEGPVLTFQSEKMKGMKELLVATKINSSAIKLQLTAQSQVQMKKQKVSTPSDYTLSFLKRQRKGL
Mito fusion act: inhibitors of mitochondrial division or activators of mitochondrial fusion | S. cerevisiae fusion-defective mutant growth rescue, CellTiterGlo 48 h | Potency, µM (titrated, usually from 46.1 µM), without a hit: top-dose growth rescue (activation), usual class: activators | actives 0.23% (n = 320,000);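 further: potency means the concentration at half of the fitted maximal effect; % of control where 0% means no effect; nearly all actives have a fitted effect of over 45% in size; temperature-sensitive fusion mutants such as fzo1-1 at 37 °C on non-fermentable ethanol glycerol medium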
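Temperature-sensitive fusion-defective S. cerevisiae (e.g. fzo1-1, mgm1-5) were grown with compound in YPEG medium (3% ethanol, 3% glycerol) for 48 hours at 37C. Growth rescue was measured as viability by CellTiterGlo luminescence after 10 minutes at ambient.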
Chronic BCR inh: inhibitors of chronic active B-cell receptor signaling; ABC-DLBCL IkBa-CBG/CBR reporter, luminescence ratio, 4 h; Potency, µM (highest dose often 46.1 µM), for inactives: at the highest dose ratio change, negative = lower green/red ratio, most hits filed as inhibitors; actives 0.05% (n = 340,000); active means well fitted inhibition curve with a large enough effect in the signal ratio, with a control signal flat, not every such curve was filed as active; inconclusive means small, poorly fitted or top-dose-only effect, or effect the other way, or a change in a side signal; the % refers to the signal ratio;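 further: potency means the concentration at half of the fitted maximal effect; plate controls were basal doxycycline-induced cells for no effect and cells given 10 µM MG132 for full effect; MG132 reads +100%, hits lower the ratio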
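TMD8 ABC-DLBCL cells carrying doxycycline-inducible green luciferase fused to IkappaBalpha plus unfused red luciferase were exposed to compounds (up to 46 uM) for 4 hrs at 37C. Activity came from the overlap-corrected green/red luminescence ratio.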
MBNL1-CUG inh: MBNL1-poly(CUG) RNA binding inhibition | Q9NR56 | TR-FRET MBNL1-His/biotin-(CUG)12 binding, 665/545 ratio | Potency, µM (highest dose often 57.5 µM), inactives show at the highest dose activity change, negative = inhibition, usual class: inhibitors | actives 0.036% (n = 280,000); active means well fitted inhibition curve with a large enough effect in the signal ratio, with a control signal flat, not every such curve was filed as active; inconclusive means small, poorly fitted or top-dose-only effect, or effect the other way, or a change in a side signal; inactive means no such curve, though single readings can be large or run the other way; the % refers to the signal ratio; further: potency means the concentration at half of the fitted maximal effect; on the % scale 0 is the no-effect control and ±100 the full control effect
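Ratiometric TR-FRET (665 over 545 nm, excitation 340 nm) tracks disruption of MBNL1-His/biotin-(CUG)12 complex after 60 min at room temperature, with compounds at 92 nM to 58 uM final.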
USP2a inh: blocks human ubiquitin-specific protease USP2a; USP2 core, Ub-CHOP2 coupled fluorogenic reporter, 485/531; O75604; Potency, µM (titrated, usually from 38.3 µM), for the others: top-dose activity change, negative = inhibition, hits mostly inhibitors; actives 0.01% (n = 330,000);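 further: potency means the concentration at half of the fitted maximal effect; plate controls were DMSO wells for no effect and full inhibition by NEM control for full effect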
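Deubiquitinase activity read as fluorescence (485/531 nm) after Ub-CHOP2 cleavage activates the enterokinase reporter on its substrate; USP2 core 10nM, Ub-CHOP2 and substrate 25nM each, 30min compound preincubation then 60min RT; data normalized to NEM, curves fitted.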
S-ASM inh: blocks human secretory acid sphingomyelinase. P17405. placental ASM, HMU-PC fluorogenic substrate, 60 min. Potency, µM (series often up to 57.5 µM), for inactives: top-dose activity change, negative = inhibition, most hits filed as inhibitors. actives 0.006% (n = 340,000). AID 504937; further: potency means the concentration at half of the fitted maximal effect
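qHTS format. ASM enzyme prepared from human placenta hydrolyses the fluorogenic substrate HMU-PC0 (9 uM final) over 60 min at 37 °C after a 10 min compound preincubation.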
TSHR antagonist: blocks TSH signaling through the human TSH receptor. P16473. TSHR-expressing cells, TSH-stimulated cAMP HTRF, 2 h; active compounds read low. activity change, negative = inhibition, % at 11.5 µM. actives 0.2% (n = 330,000). AID 504810;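 active means activity change below a set negative limit, meaning inhibition stronger than a set level, cut at about -70% in these data; inconclusive means activity change between two set negative limits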; further: on the % scale 0 is the no-effect control and ±100 the full control effect
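Read-out is FRET at 665 nm (cryptate excitation 337 nm) from a cryptate-tagged anti-cAMP antibody, competed by cell cAMP against cAMP-d2. Compounds are tested on freshly harvested TSHR cells challenged with 4nM TSH (EC80) for 2 hours at 37 deg C.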
Eya2 inh: inhibitors of human Eya2 phosphatase activity. actives 0.006% (n = 330,000). Potency, µM (titrated, usually from 76.9 µM), for the others: top-dose activity, negative = inhibition, hits mostly inhibitors. recombinant Eya2, OMFP fluorescence dephosphorylation (OMFP is methylfluorescein phosphate). AID 488837; further: potency means the concentration at half of the fitted maximal effect; on the % scale 0 is the no-effect control and ±100 the full control effect
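Eya2 (0.2 uM) preincubated 10 min at ambient with compound, then OMFP substrate added at 50 uM; 10 min reaction in 50 mM HEPES pH 7.5, 50 mM NaCl, 5 uM MgCl2, 0.05% BSA, 1 mM DTT. Fluorescence read at Ex 485/Em 525 nm.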
PKM2 activator: increases activity of human pyruvate kinase M2 | P14618 | purified PKM2, Kinase-Glo ATP luminescence, activation; response scale: 0% is enzyme alone, no compound | Potency, µM (titrated, usually from 57.5 µM), for inactives: at the top dose activation, actives largely listed as activators | actives 0.34% (n = 260,000); further: potency means the concentration at half of the fitted maximal effect; on the % scale 0 is the no-effect control and ±100 the full control effect; nearly all actives have a fitted effect of over 55% in size
Target sequence (P14618 whole entry, looked up): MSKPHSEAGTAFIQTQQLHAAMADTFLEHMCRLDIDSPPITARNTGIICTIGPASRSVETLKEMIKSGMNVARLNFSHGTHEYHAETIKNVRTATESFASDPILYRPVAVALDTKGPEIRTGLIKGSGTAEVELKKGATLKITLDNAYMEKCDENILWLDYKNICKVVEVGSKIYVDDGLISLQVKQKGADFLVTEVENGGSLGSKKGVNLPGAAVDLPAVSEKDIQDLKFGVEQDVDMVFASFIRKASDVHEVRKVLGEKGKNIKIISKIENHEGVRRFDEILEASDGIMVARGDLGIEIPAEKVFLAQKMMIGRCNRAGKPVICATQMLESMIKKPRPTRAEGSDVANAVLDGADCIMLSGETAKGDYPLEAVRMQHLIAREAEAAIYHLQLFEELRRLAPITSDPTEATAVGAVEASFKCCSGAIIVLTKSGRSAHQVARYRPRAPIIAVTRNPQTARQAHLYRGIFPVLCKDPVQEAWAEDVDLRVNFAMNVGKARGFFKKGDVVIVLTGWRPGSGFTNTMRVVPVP
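ATP formation by purified human PK-M2, quantified via coupled luciferase luminescence after 1 h at room temperature with 0.1 mM ADP and 0.5 mM PEP final.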
hERG WT inh: blocks the wildtype human KCNH2 potassium channel; Q12809; U2OS, BacMam KCNH2, thallium flux FluxOr; active compounds read low; activity change, % at 1.84 µM; actives 0.37% (n = 340,000);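 active means maximum activity change below -70%; inconclusive means maximum activity change between -70% and -50%; inactive means maximum activity change above -50%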; further: on the % scale 0 is the no-effect control and ±100 the full control effect
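U2OS cells transduced with wild-type KCNH2 virus are loaded with FluxOr dye for 45 min, and thallium flux is measured in kinetic reads before and after stimulation buffer. Rate constants are normalized to DMSO controls.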
* = called active by the depositor; ? = inconclusive; . = no result given; [ ] = remark or other dose. Unless noted, the call rests on the fitted dose curve; in most records, active means well fitted curve in the direction sought with a large enough effect; inconclusive means small, poorly fitted or top-dose-only effect, or another doubt; inactive means no such curve, though single readings can be large; an effect the other way counts as inactive or inconclusive. An excerpt; rates above refer to the full screens.

Each structure is followed by: Chronic BCR inh	Menin MLL FP TR	USP2a inh	PKM2 activator	hERG WT inh	TSHR antagonist	Eya2 inh	S-ASM inh	MBNL1-CUG inh	Mito fusion act	GALK inh
> O=C1CSC(=S)N1/N=C/C=C/c1ccccc1
 : 6%	?	-1%	3%	-7	-2	-13%	-1%	12%[11.5 µM]	-6%	.
> CCc1noc(C)c1C(=O)Nc1nc(-c2ccccc2)c(C(C)=O)s1
 : 12%	.	0%	.	-5	-23	-18%	-9%	.	29%	.
> Cc1ccc(NS(=O)(=O)c2ccc(NC(=O)c3cccs3)cc2)cc1
 : 0%	.	1%	1%	-1	-13	3%	-14%	14%	4%	-4%
> Cc1cc(C)c2nc(NNC(=O)c3ccc(S(=O)(=O)N4CCCCC4)cc3)sc2c1
 : -3%	7%	-1%	7%	-4	5	0%	-9%	34%[activator]	-8%	.
> CCCCc1nc2cc(C(=O)N3CCNC(=O)C3CC(=O)OC)ccc2o1 (stereo not drawn)
 : 1%	-1%	-6%	3%	0	1	-7%	0%	-6%	-3%	0%
> O=C1CC(c2ccco2)Sc2ccccc2N1 (stereo not drawn)
 : -10%	0%	3%	.	-4	9	8%	4%	3%	-28%	2%
> CSc1ncccc1C(=O)Nc1nc2ccc(F)cc2s1
 : ?	?	-11%	-6%	5	5	7%	-6%	138%[activator]	7%	4%
> CCCCCCCOc1ccc(C(=O)Nc2cccnc2)cc1
 : 0%	22%	5%	0%	-11	-27	7%	7%	2%	2%	1%
> Cc1[nH]n(-c2ccccc2)c(=O)c1N=Nc1ccc(C(=O)O)cc1
 : ?	?	-1%	.	-13	-13	-17%	0%	?	19%	1%
> CCCc1nnc(NC(=O)CCC(=O)N2CCC(Cc3ccccc3)CC2)s1
 : ?	.	3%	.	-6	3	4%	-3%	-5%	0%	1%
> O=C(Nc1cccnc1)c1ccc(CN2CCc3ccccc3C2)cc1
 : 1%	0%	0%	3%	3	-13	-12%	1%	5%	-2%	-1%
> CCNC(=S)NNC(=O)Cn1nc(C)cc1C
 : -3%	5%	2%	0%	0	10	4%	3%	0%	3%	3%
> O=C(Nc1cccnc1Cl)c1cccnc1Cl
 : -3%	11%	0%	-8%	-23	13	-15%	2%	-1%	0%	-2%
> CC(C)Oc1cccc(C(=O)NC(=S)NCc2cccnc2)c1
 : -9%	?	3%	15%	-4	1	-6%	-2%	.	-1%	2%
> Cc1nn(-c2ccccc2)c(C)c1/C=N/NC(=O)CSc1nnc(SCc2cccc3ccccc23)s1
 : 0%	-4%	1%	-2%	3	-5	3%	-14%	-11%	-3%	1%
> O=C(O)c1cccc(CSc2nnc(-c3cccnc3)o2)c1
 : ?	-3%	-1%	-16%	-2	12	0%	-4%	-19%	0%	-1%
> COc1ccc(OCCNC(=O)C(Cc2c[nH]c3ccccc23)NC(C)=O)cc1 (stereo not drawn)
 : -1%	15%	-1%	.	-1	-8	-23%	6%	-1%	2%	-1%
> CCOC(=O)CC(NC(=O)Cc1ccccc1)c1ccccc1Cl (stereo not drawn)
 : 4%	-11%	2%	3%	2	-7	1%	2%	.	0%	0%
> CC(C)Cc1ccc(S(=O)(=O)Nc2cccnc2)cc1
 : ?	-24%	2%	0%	-14	-19	-21%	-3%	-1%	2%	.
> Cc1cc(C)c(C#N)c(SCc2ccccc2[N+](=O)[O-])n1
 : ?	8%	0%	-1%	3	-9	-25%	-6%	1%	12%	.

The list goes on.
Each structure is followed by: Chronic BCR inh	Menin MLL FP TR	USP2a inh	PKM2 activator	hERG WT inh	TSHR antagonist	Eya2 inh	S-ASM inh	MBNL1-CUG inh	Mito fusion act	GALK inh
> O=C1CN(S(=O)(=O)c2ccccc2)CCN1
 : -1%	.	3%	.	2	-10	-1%	-2%	.	.	.
> Cc1ccc(NC(=O)Cc2nnc(SCC(=O)Nc3ccc(N4CCOCC4)cc3)n2C)cc1
 : -6%	18%	-3%	.	3	-8	5%	-2%	-1%	-6%	-1%
> O=C(Nc1cccc(-c2cn3cccnc3n2)c1)c1ccco1
 : ?	-23%	2%	26%	-5	26	3%	355%[activator]	?	3%	-1%
> COCc1cc(=O)[nH]c(/N=C(\N)Nc2ccc(C)cc2C)n1
 : ?	0%	0%	-1%	-5	-4	8%	2%	14%	0%	-1%
> O=C(NCCN1CCOCC1)c1sc2cc(Cl)ccc2c1Cl
 : 3%	-9%	-1%	4%	-9	8	-8%	-2%	?	-1%	-3%
> c1ccc(-c2cc3cc4c(cc3cn2)OCO4)cc1
 : ?	.	2%	.	-15	-36	-4%	-6%	.	.	.
> CCN(CC(=O)Nc1cccc(OC)c1)CC(=O)Nc1ccc(C)cc1Cl
 : -19%	-2%	3%	20%	2	-5	9%	-6%	-10%	2%	0%
> COCc1ccc(C(=O)NC(C)c2cnn(-c3ccccc3C)c2C)o1 (stereo not drawn)
 : 1%	1%	-1%	-5%	5	29	-1%	4%	-4%	2%	5%
> O=c1ccc(S(=O)(=O)N2CCCC2)c[nH]1
 : 1%	.	-2%	.	8	-4	4%	-3%	.	.	.
> O=C(OCC(=O)c1ccc[nH]1)c1ccc(C(F)(F)F)cc1
 : 2%	.	-2%	.	3	-6	3%	-2%	.	.	.
> Cc1nn(CC(=O)NCCN2CCCCCC2)c(=O)c2nn(-c3ccccc3)c(C)c12
 : -5%	5%	2%	.	-8	16	0%	1%	-3%	-3%	-5%
> CC(=O)Nc1ccc(-c2cc(C(=O)O)c3ccccc3n2)cc1
 : 2%	.	2%	-7%	-24	8	-2%	5%	6%	1%	.
> Cc1cc2cc3c(N)[nH]nc3nc2cc1C
 : ?	-7%	3%	-10%	-2	-23	8%	-5%	?	-3%	0%
> COc1cc(C(=O)OCc2cc(=O)oc3c(C)c(C)ccc23)ccc1OC(F)F
 : 1%	12%	3%	.	8	-9	5%	-3%	-5%	3%	1%
> COc1ccc(/C=C2\NC(=S)N(CC3CCCO3)C2=O)c(OC)c1 (stereo not drawn)
 : ?	10%	2%	-6%	-18	-15	8%	-2%	?	3%	-1%
> COCc1c(C(=O)OCC(=O)Nc2ccc(OC(F)F)cc2)oc2ccccc12
 : -14%	.	-9%	.	0	2	-14%	-1%	.	10%	.
> CC(OC(=O)c1cccc(-n2cnnn2)c1)C(=O)Nc1cccc(Cl)c1 (stereo not drawn)
 : 0%	.	2%	.	0	-8	-22%	.	.	3%	.
> Cc1ccc(NC(=O)CCn2cnc3ccccc3c2=O)c(C)c1
 : 4%	-12%	-2%	2%	-10	-1	-10%	2%	2%	-7%	1%
> COCCn1c(C)cc(C(=O)CSc2nc3nc(C)cc(C)n3n2)c1C
 : 0%	-5%	0%	-9%	1	5	-1%	4%	.	0%	0%
> CC1CCC(NC(=O)Cn2ncc3ccccc32)CC1 (stereo not drawn)
 : 6%	-12%	0%	-14%	8	-7	-17%	2%	11%	10%	-3%

Compound profiles (already shown).
`O=C(NCCN1CCOCC1)c1sc2cc(Cl)ccc2c1Cl` is entered as Chronic BCR inh: 3%; Menin MLL FP TR: -9%; USP2a inh: -1%; PKM2 activator: 4%; hERG WT inh: -9; TSHR antagonist: 8; Eya2 inh: -8%; S-ASM inh: -2%; MBNL1-CUG inh: ?; Mito fusion act: -1%; GALK inh: -3%
`O=C(Nc1cccc(-c2cn3cccnc3n2)c1)c1ccco1` is entered as Chronic BCR inh: ?; Menin MLL FP TR: -23%; USP2a inh: 2%; PKM2 activator: 26%; hERG WT inh: -5; TSHR antagonist: 26; Eya2 inh: 3%; S-ASM inh: 355%[activator]; MBNL1-CUG inh: ?; Mito fusion act: 3%; GALK inh: -1%
`COCc1cc(=O)[nH]c(/N=C(\N)Nc2ccc(C)cc2C)n1` is entered as Chronic BCR inh: ?; Menin MLL FP TR: 0%; USP2a inh: 0%; PKM2 activator: -1%; hERG WT inh: -5; TSHR antagonist: -4; Eya2 inh: 8%; S-ASM inh: 2%; MBNL1-CUG inh: 14%; Mito fusion act: 0%; GALK inh: -1%
